Compound activity deposited in PubChem by several laboratories.
OX1R FRET antag – antagonists of human orexin 1 receptor (OX1R); Orexin/Hypocretin receptor type 1 (Homo sapiens), O43613; OX1R-expressing cells, FRET antagonist read-out; AID 485270, 2010; inhibition, % at 6.6 µM; 330,000 compounds, 1.8% hits; in the data active = inhibition mostly above about 38%, no sharp cut-off; inactive = mostly below about 40%;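 also: 0% = agonist challenge alone and 100% = reference antagonist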
Target sequence (O43613 whole entry, looked up): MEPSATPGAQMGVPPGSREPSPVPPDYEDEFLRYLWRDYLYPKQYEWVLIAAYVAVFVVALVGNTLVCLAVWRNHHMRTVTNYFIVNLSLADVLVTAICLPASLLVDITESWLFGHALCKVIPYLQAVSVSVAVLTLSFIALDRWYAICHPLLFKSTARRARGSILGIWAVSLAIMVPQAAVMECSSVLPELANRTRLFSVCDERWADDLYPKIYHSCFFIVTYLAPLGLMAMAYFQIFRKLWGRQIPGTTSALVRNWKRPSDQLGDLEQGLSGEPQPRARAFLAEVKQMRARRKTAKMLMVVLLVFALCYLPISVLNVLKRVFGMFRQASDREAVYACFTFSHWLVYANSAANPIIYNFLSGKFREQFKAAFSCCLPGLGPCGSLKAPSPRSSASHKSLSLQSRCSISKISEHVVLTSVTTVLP
STK33 kinase inh – inhibitors of purified STK33 kinase, primary screen, biochemical, ADP-Glo luminescence, homogeneous, cell-free; Serine/threonine-protein kinase 33 (Homo sapiens), Q9BYT3; MBP phosphorylation; inhibition, % at 10 µM; 320,000 compounds, 0.073% hits;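 active = inhibition at or above 25%, using the most active replicate where run in duplicate; inactive = inhibition below 25%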
Target sequence (Q9BYT3 whole entry, looked up): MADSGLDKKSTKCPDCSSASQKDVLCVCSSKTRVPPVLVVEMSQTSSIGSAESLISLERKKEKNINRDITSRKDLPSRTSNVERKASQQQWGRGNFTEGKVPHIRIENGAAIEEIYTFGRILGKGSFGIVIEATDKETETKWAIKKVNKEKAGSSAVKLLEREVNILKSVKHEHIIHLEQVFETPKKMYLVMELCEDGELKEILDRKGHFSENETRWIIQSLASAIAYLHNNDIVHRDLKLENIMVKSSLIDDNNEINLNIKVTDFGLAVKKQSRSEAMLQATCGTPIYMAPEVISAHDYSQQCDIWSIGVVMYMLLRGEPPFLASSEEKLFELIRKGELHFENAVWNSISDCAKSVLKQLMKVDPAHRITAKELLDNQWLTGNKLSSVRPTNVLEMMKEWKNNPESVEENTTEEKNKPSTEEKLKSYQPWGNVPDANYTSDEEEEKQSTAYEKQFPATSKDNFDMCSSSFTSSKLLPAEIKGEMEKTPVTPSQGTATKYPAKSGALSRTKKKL
Starred values were filed as active, the others as inactive.

OX1R FRET antag	STK33 kinase inh	structure
14.4	-1.3	O=C(Cn1ccc2ccccc21)Nc1ccc2c(c1)OCO2
12.8	-1.0	COc1ccccc1C(=O)Oc1ccc(N2C(=O)CCC2=O)cc1
4.4	-0.5	CCCCN(C(=O)c1c(CC)noc1C)c1c(N)n(CC(C)C)c(=O)[nH]c1=O
27.1	-4.1	CCc1nnc(NC(=O)CS(=O)(=O)Cc2ccccc2)s1
5.1	-0.8	O=C(CCc1ccccc1Cl)N1CCN(S(=O)(=O)c2ccccc2)CC1
4.8	0.1	C[C@]12CCC(=O)CC1=CCC1C3CC=C(C#N)[C@@]3(C)CC[C@@]12O (stereo partly drawn)
28.3	-0.2	O=C(CN1C(=O)NC2(CCSC2)C1=O)N1CCN(c2ccc(F)cc2)CC1 (stereo not drawn)
12.6	-2.1	N#Cc1cccc(C#N)c1Oc1ccc(S(=O)(=O)Nc2ccc(Cl)cc2)cc1
14.4	-0.3	C=CCC(c1ccccc1)N(C(C)=O)c1ccco1 (stereo not drawn)
-4.4	-1.3	CCC(=O)n1nc(-c2ccccc2)nc1N
22.8	6.7	Cc1ccc(N2C(=O)c3ccccc3C2=O)cc1
8.9	-0.9	CCn1c(C)c(C(C)=O)c(N2CCN(c3ccc(F)cc3)CC2)nc1=S
-5.9	-0.7	COc1ccc(S(=O)(=O)N2CCOCC2)cc1NC(=O)c1ccncc1
9.1	0.2	Cc1cc(C)c(C)c(S(=O)(=O)NCCCN2CCOCC2)c1C
5.0	0.7	Cc1cccc(-n2nnc(C(=O)NCc3ccccc3)c2N)c1
18.6	-1.2	Cc1ccccc1-c1n[nH]c(=S)n1Cc1ccccc1
4.1	-1.0	NC(=O)C[C@H](N)c1cn([C@@H](CC(N)=O)C(=O)N2CCNCC2)nn1
21.6	-1.0	COc1ccc(N2CCN(C(=O)COC(=O)CNC(=O)c3ccc(C)cc3)CC2)cc1
15.7	-0.2	O=c1[nH]c(=S)ccn1C1OC(CO)C(O)C1O (stereo not drawn)
30.8	-1.2	C=CCN(c1ccccc1)S(=O)(=O)c1cccc(C(=O)NCC(c2ccc(F)cc2)N2CCOCC2)c1 (stereo not drawn)
3.9	-0.7	O=C(CN1c2cccc3cccc(c23)S1(=O)=O)Nc1ccccc1F
2.8	-1.3	Nc1nc(-c2ccc([N+](=O)[O-])cc2)c(C(=O)Nc2ccc(Cl)cc2)s1
22.2	-0.4	COc1ccccc1/C=C/C=N/Nc1cccc(C(=O)O)c1
23.5	0.0	COCc1cc(Sc2ccc(OC)cc2)nc(-c2ccccc2)n1
7.3	-2.1	Cc1nn(C)c(C)c1S(=O)(=O)N1CCC(C(=O)NCCC2=CCCCC2)CC1
17.8	-1.5	O=C(CCC(=O)N1CCOCC1)NCCc1ccc(Cl)cc1Cl
9.1	-1.3	CCc1cccc2c(=O)c(C(=O)N3CCCCCC3)c[nH]c12
11.6	-3.0	O=C1CC(c2ccc(Br)cc2)NC(c2ccc(Br)cc2)C1c1ccccc1 (stereo not drawn)
1.1	-1.1	CS(=O)(=O)N(Cc1ccccc1F)c1ccccc1
19.8	-2.3	Cc1ccc(S(=O)(=O)N2CCC(C(=O)OC3CCOC3=O)CC2)cc1C (stereo not drawn)
-6.6	-0.7	O=C(C1CC1)N1CCc2cc(S(=O)(=O)N3CCCc4ccccc43)ccc21
33.8	-0.7	CN(C)S(=O)(=O)c1cccc(COC(=O)c2ccc(Cl)cc2O)c1
13.8	0.0	Cc1ccc(CNC(=O)[C@H](C)NC(=O)C2CCN(C(=O)[C@@H](N)CC(C)C)CC2)cc1
48.4	0.3	COc1ccc2nc(NC(=O)C3CCCN(S(=O)(=O)c4cccs4)C3)sc2c1 (stereo not drawn)
29.3	1.3	CC(C)(C)c1ccc(/C=N/Nc2ccc(C(=O)O)cc2)cc1
12.6	-0.3	COc1cccc(-c2ccc(C#N)c(SCC(=O)NCCc3ccccc3)n2)c1
2.0	0.9	C=CCNc1nnc(Cc2ccc(F)cc2)c(=O)[nH]1
12.3	-0.9	CCN(CC)CCNC(=O)Cn1nc(Cc2cccnc2)c2ccccc2c1=O
10.4	-0.2	COc1ccc(OC)c(NC(=O)C(CCS(C)(=O)=O)NC(C)=O)c1 (stereo not drawn)
3.3	0.2	CC1(C)CC(=O)C=C(c2cccc3c2Oc2ccccc2S3)C1
12.3	-0.6	O=Cc1ccc(OCC(=O)N2CCOCC2)cc1
7.6	-1.4	NC(=O)c1ncc(C(F)(F)F)cc1Oc1cccc(C(F)(F)F)c1
49.1*	1.1	O=[N+]([O-])c1ccc2c(OCc3nnc(-c4ccccc4Br)o3)ncnc2c1
28.0	0.3	CCn1cc(C(=O)NCc2ccc3c(c2)OCO3)c(=O)c2cc(F)c(N3CCN(C)CC3)cc21
10.1	-0.2	CCOC(=O)C1CCN(S(=O)(=O)c2cc(C(=O)OC)n(C)c2)CC1
56.3*	0.5	CC(C)(C)c1cc(C(=O)N/N=C/c2ccc([N+](=O)[O-])s2)n[nH]1
10.7	-0.3	COc1ccc(S(=O)(=O)N2CCCC(C(=O)NC3CC3)C2)cc1OC (stereo not drawn)
5.1	-1.2	CC(=O)c1sc(NC(=O)c2ccc(Cl)cc2)nc1C
20.5	-3.0	Cc1nc(C)c(C(=O)C2=C(O)C(=O)N(CCN(C)C)C2c2cccs2)s1 (stereo not drawn)
2.4	-0.4	CCc1ccc(NC(=O)N(CCCN2CCOCC2)Cc2cccs2)cc1
24.6	0.2	COc1ccc(-n2c(SCC(=O)Nc3nccs3)nc3c(c2=O)SCC3)cc1
15.7	1.6	COc1ccc(C2C(C#N)=C(N)OC3=C2C(=O)CC(C)(C)C3)cc1OC (stereo not drawn)
0.2	-2.1	CCOC(=O)C1CCN(S(=O)(=O)c2ccc3c(c2)N(C)C(=O)CC(=O)N3C)CC1
23.5	-0.5	O=C(O)C[C@H]1c2ccccc2S(=O)(=O)N1c1ccccc1
2.2	-0.7	CC(C)CC(NC(N)=O)C(=O)NCc1ccccc1Cl (stereo not drawn)
21.7	0.6	CCc1c(C2(O)CCCCC2)[nH]c2ccc(C(=O)OC)cc12
8.0	-0.2	CN1CC(=O)N(CC(=O)Nc2ccc(OCc3ccccc3)cc2)C1=O
4.8	-1.7	O=C(c1n[nH]c(=O)c2ccccc12)N1CCN(c2ccccc2Cl)CC1
24.4	-0.8	CCCC1c2ccc(C)n2CCN1C(=O)Nc1ccc(F)cc1 (stereo not drawn)
13.8	1.2	NC(=O)CSc1nnc(-c2ccc(O)cc2)n1Cc1ccco1

Next part (two carried over from the part before).
OX1R FRET antag	STK33 kinase inh	structure
24.4	-0.8	CCCC1c2ccc(C)n2CCN1C(=O)Nc1ccc(F)cc1 (stereo not drawn)
13.8	1.2	NC(=O)CSc1nnc(-c2ccc(O)cc2)n1Cc1ccco1
23.2	-0.7	CCOC(=O)C(Oc1ccc(=O)[nH]n1)C(C)=O (stereo not drawn)
-2.7	-0.4	Cc1c(C)c2ccc(Oc3ccc([N+](=O)[O-])cc3C(F)(F)F)c(C)c2oc1=O
19.0	3.0	CCCc1cc(=O)oc2c(C)c(OCc3nn[nH]n3)ccc12
4.9	-1.8	O=S(=O)(/N=C(\[O-])C[n+]1ccccc1)c1ccc(Cl)cc1
17.1	0.3	CCN=C1S/C(=C\c2ccc(N3CCOCC3)cc2C)C(=O)N1CC
8.1	0.3	COC(=O)c1cc2oc(C)cc2n1CC(=O)N1CCCc2ccccc21
29.9	-1.1	CC(C)(C)N(Cc1ccccc1)C(=O)c1ccc(Cl)cc1[N+](=O)[O-]
17.0	-1.9	COC(=O)[C@H]1[C@H]2C[C@@H]3c4[nH]c5cc(OC)ccc5c4CCN3C[C@H]2C[C@@H](OC(=O)c2ccc(N)cc2)[C@@H]1OC
5.0	0.5	CCOC(=O)Cc1csc(NC(=O)CSc2nnc(-c3ccc(OC)cc3)n2C)n1
37.5	-0.8	COc1ccc2oc(C(=O)OC(C)C(=O)N(C)c3ccccc3)c(C)c2c1 (stereo not drawn)
60.7	0.4	O=C(O)c1cc2ccc3ccccc3c2oc1=O
13.4	0.4	Cc1cc(C)c(NC(=O)CNC(=O)Cc2sc(C)nc2-c2ccc(F)cc2)c(C)c1
5.9	-1.2	O=C(CC1C[C@H](C(=O)N2CCOCC2)[C@@]2(CCC3CCCC3)c3[nH]c4ccccc4c3CCN2C1=O)NCCC1=CCCCC1 (stereo partly drawn)
29.4	-0.4	CC(C)Cn1c(SCC(=O)N2CCc3ccccc3C2)nc2cc(Cl)ccc2c1=O
33.6	-3.2	CC(C)(C)c1ccc(C(=O)c2c[nH]c(C(=O)O)c2)cc1
14.1	1.2	Clc1ccc2c(NCc3ccco3)ncnc2c1
5.8	1.4	O=C(O)CCC(=O)Nc1sc2c(c1C(=O)NCc1ccccc1)CCCC2
18.6	-1.2	CC(C)NC(=S)N1CCC(Cc2ccccc2)CC1
9.5	-1.3	N/C(=N\OC(=O)c1ccc(Cl)c(Cl)c1)c1cccc(CSc2ccccn2)c1
9.8	-1.3	O=C(CC(Nc1ccc(F)cc1)C(=O)O)c1ccccc1 (stereo not drawn)
14.0	0.6	COC(=O)c1ccc(NC(=O)COc2ccc3c(c2)OCO3)cc1
4.7	1.9	Cc1cc(=O)n2nc(N3CCC(C(=O)NCc4ccco4)CC3)sc2n1
27.1	-0.8	O=C(Oc1cccc(C(=S)N2CCOCC2)c1)c1cccc(Cl)c1
15.3	-0.5	CN(C(=O)CCn1c(=S)oc2ccccc21)C1CCCCC1
9.8	-3.8	O=C1C=C(Nc2cccc(Cl)c2)CC(c2ccco2)C1 (stereo not drawn)
7.5	-0.9	O=C(CSc1nnnn1C1CCCCC1)N1CCOCC1
8.8	-1.8	COC(=O)C(NNc1ccccc1)(NC(=O)c1ccc(F)cc1)C(F)(F)F (stereo not drawn)
12.9	-1.2	O=C(NC1CCCCC1)C(c1ccccc1)N(C(=O)c1csnn1)C1CC1 (stereo not drawn)
40.4	-1.2	COc1cc(C(=S)N2CCCC2)ccc1OC(=O)c1ccc(Cl)cc1[N+](=O)[O-]
46.5	-1.6	COC(=O)CCCC1=CC2=CC(=O)C(C)(OC(=O)c3cccs3)C(=O)C2=CN1CCN1CCOCC1 (stereo not drawn)
12.1	-0.8	CS(=O)(=O)N(CC(=O)NCc1ccc2c(c1)OCO2)Cc1ccccc1
8.3	0.2	CCCc1n[nH]c(=O)[nH]1
8.6	-1.1	COc1cccc(CN(C)C(=O)c2ccccc2SCC(=O)N2CCCC2)c1
-5.0	-2.4	Cn1cccc1C(=O)NCC(c1ccc(F)cc1)N1CCOCC1 (stereo not drawn)
6.6	0.6	Cc1cc(Cl)c(S(=O)(=O)NCc2ccccc2)cc1OCC(N)=O
13.3	-0.8	CN(C)C(=C(C#N)C#N)N1CCN(c2ccc(Cl)c(Cl)c2)CC1
13.5	-1.3	COC(=O)CSc1nc(C)c(C(C)=O)cc1C#N
15.0	-1.8	Cc1ccc(C(C(=O)NC2CCCCC2)N(CC2CCCO2)C(=O)CCCC(=O)Nc2ccccn2)cc1 (stereo not drawn)
16.9	2.0	Nc1c(Cl)cc2c(c1Oc1ccccc1)C(=O)c1ccccc1C2=O
11.3	0.0	CCOC(=O)c1cc(=O)n2c(nc3ccccc32)[nH]1
8.2	0.5	Cc1c(Cl)cnc(NC(=O)COC(=O)c2ccncc2)c1Cl
6.2	-0.3	Cc1ccc(N2CC(O)Cn3c2nc2c3c(=O)n(C)c(=O)n2C)cc1 (stereo not drawn)
1.1	0.6	CC(C)NC(=O)N(C)C[C@H]1Oc2ccc(NS(=O)(=O)c3ccc(F)cc3)cc2C(=O)N([C@H](C)CO)C[C@@H]1C
14.3	-0.8	C=CCn1c(=N)c(S(=O)(=O)c2ccc(C)c(C)c2)cc2c(=O)n3ccccc3nc21
36.2	-0.6	Clc1ccc(C2[C@H]3CN(Cc4cccnc4)[C@H](c4ccccc4)C34CC2(c2cccnc2)C4)cn1 (stereo partly drawn)

Two compounds drawn at random from those above, as already listed:
OX1R FRET antag	STK33 kinase inh	structure
8.3	0.2	CCCc1n[nH]c(=O)[nH]1
12.1	-0.8	CS(=O)(=O)N(CC(=O)NCc1ccc2c(c1)OCO2)Cc1ccccc1

Single records, as listed above:
`Cc1cc(Cl)c(S(=O)(=O)NCc2ccccc2)cc1OCC(N)=O` reads OX1R FRET antag = 6.6; STK33 kinase inh = 0.6
`CN(C)C(=C(C#N)C#N)N1CCN(c2ccc(Cl)c(Cl)c2)CC1` reads OX1R FRET antag = 13.3; STK33 kinase inh = -0.8
`Cc1ccc(N2CC(O)Cn3c2nc2c3c(=O)n(C)c(=O)n2C)cc1` (stereo not drawn) reads OX1R FRET antag = 6.2; STK33 kinase inh = -0.3

New compounds follow:
OX1R FRET antag	STK33 kinase inh	structure
16.2	-2.4	Cc1ccc(S(=O)(=O)N(CC(=O)NCC2CCCO2)c2cccc([N+](=O)[O-])c2)cc1 (stereo not drawn)
33.8	-0.1	Cn1cc(Br)c(C(=O)NC(=S)Nc2ccc(S(N)(=O)=O)cc2)n1
7.6	-0.4	COc1ccc(NC(=S)Nc2ccc(S(N)(=O)=O)cc2)c(OC)c1
52.4	0.9	O=C1N(CC(=O)N2CCc3ccccc32)CCN1Cc1ccc(Cl)cc1
17.3	-0.4	CC1Cc2cc(/C(O)=C3/C(=O)C(=O)N(CCCn4ccnc4)C3c3ccncc3)ccc2O1 (stereo not drawn)
27.5	0.9	CC(NC(=O)CCc1nnc(-c2ccc(-c3ccccc3)cc2)o1)c1nccs1 (stereo not drawn)
11.7	0.7	CCOC(=O)c1oc2ccccc2c1NC(=O)c1ccc(S(=O)(=O)N(C)C)cc1
48.2	-0.8	COc1ccc(CCNC(=O)c2cc(=O)c3cc(C)ccc3o2)cc1
